# UBC13 inh: UBC13 polyubiquitin chain formation inhibitors, primary screen, biochemical, TR-FRET, uHTS; hit rate 0.47% among 330,000; Ubiquitin-conjugating enzyme E2 N (Homo sapiens), P61088; inhibition, % at 20 µM; in the data active = inhibition above about 45%, passing the limit was not always enough
# Target sequence (P61088 whole entry, looked up): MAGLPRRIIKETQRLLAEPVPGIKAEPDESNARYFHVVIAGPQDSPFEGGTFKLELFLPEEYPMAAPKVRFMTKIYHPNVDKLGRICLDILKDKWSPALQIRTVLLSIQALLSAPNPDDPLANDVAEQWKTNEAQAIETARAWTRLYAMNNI
# HKDC1 inh: HKDC1 hexokinase inhibitors, primary screen, biochemical, fluorescence, uHTS; Q2TB90; recombinant HKDC1, G6PDH/diaphorase resazurin coupled fluorescence; inhibition, % at 20 µM; hit rate 0.16% among 340,000;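 active = inhibition above about 35% when tested at 20 µM, limit read from the data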;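 note: plate controls were DMSO wells with enzyme for no effect and DMSO wells lacking enzyme for full effect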
#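 test system = in-house recombinant HK5 (HKDC1) enzyme | amount = HKDC1 at 5 µg/mL | control set = DMSO-enzyme wells negative, buffer-substituted wells positive | compound = one dose of 20 µM, 1% DMSO | schedule = reaction time 90 min, room temperature, protected from light | technique = resorufin fluorescence at 613 nm | reagent = glucose with 1 mM ATP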
# SENP8 block-1: human SENP8 protease inhibitors, primary screen, biochemical, fluorescence, Nedd8 protein substrate, uHTS | recombinant SENP8 | inhibition, % at 20 µM | hit rate 0.64% among 360,000 | AID 602440, 2012; in the data active = inhibition mostly above about 40%, no sharp cut-off; inactive = mostly below about 27%
# Target sequence (Q96LD8 whole entry, looked up): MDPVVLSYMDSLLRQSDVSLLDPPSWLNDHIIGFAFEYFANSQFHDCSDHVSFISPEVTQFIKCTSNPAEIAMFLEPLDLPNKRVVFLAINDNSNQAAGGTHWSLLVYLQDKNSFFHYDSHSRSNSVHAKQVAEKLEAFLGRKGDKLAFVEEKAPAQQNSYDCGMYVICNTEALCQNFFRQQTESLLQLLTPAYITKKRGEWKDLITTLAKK
# SENP6 inh: SENP6 protease inhibitors, primary screen, biochemical, luminescence, uHTS | hit rate 1.8% among 330,000 | AID 2599, 2010 | inhibition, % at 10 µM | Recombinant SENP6 catalytic domain, aminoluciferin luminescence | Sentrin-specific protease 6 (Homo sapiens), Q9GZR1;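 active = inhibition above about 50% at the single tested dose, limit read from the data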;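 note: plate controls were DMSO wells with enzyme for no effect and DMSO wells lacking enzyme for full effect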
# SENP7 inh: SENP7 protease inhibitors, primary screen, biochemical, luminescence, uHTS; recombinant SENP7, Z-RLRGG-aminoluciferin luminescence, 40 min; inhibition, % at 5 µM; hit rate 1.5% among 330,000; AID 434973, 2010;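 active = inhibition above about 50% at the single test dose, limit read from the data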;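 note: plate controls were DMSO with enzyme for no effect and no enzyme buffer wells for full effect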
# Target sequence (Q9BQF6 706-1050 limits assumed): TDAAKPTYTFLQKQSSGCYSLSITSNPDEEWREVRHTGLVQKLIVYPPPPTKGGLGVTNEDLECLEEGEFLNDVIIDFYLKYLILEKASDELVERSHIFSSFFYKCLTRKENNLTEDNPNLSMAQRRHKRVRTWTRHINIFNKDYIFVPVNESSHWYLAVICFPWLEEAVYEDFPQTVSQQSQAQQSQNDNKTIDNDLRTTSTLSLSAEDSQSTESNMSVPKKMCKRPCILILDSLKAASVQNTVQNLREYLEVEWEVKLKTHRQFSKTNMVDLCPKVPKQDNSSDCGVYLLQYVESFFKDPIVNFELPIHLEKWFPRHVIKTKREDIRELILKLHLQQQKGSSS
# MIN6 prolif: inducers of MIN6 beta-cell proliferation, primary screen, ATP luminescence, uHTS. MIN6 cells proliferation, ATPlite luminescence, 48 h; cells starved in 0.2% serum; 100% = growth in 10% serum. AID 2380, 2010. hit rate 0.29% among 330,000. proliferation, % at 10 µM;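 active = compounds whose signal lies at least 3.5 SD above the mean of all wells on their plate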;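 note: 0% = DMSO-treated cells in low-serum medium and 100% = 10% serum control; some compounds called inactive have numbers as strong as hits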
# PfGluPho inh: PfG6PD enzyme inhibitors, primary screen, biochemical, fluorescence intensity, uHTS. glucose-6-phosphate dehydrogenase-6-phosphogluconolactonase (Plasmodium falciparum 3D7). PfGluPho enzyme, NADPH resazurin-diaphorase fluorescence. inhibition, % at 20 µM. hit rate 0.78% among 350,000. AID 504690, 2011;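 active = inhibition reaching at least a set limit at 20 µM in the primary screen, cut at about 59% in these data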;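 note: 0% = DMSO wells with substrate and 100% = DMSO wells lacking glucose-6-phosphate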
# SENP8 block-2: SENP8 protease inhibitors, primary screen, biochemical, luminescence. Sentrin-specific protease 8 (Homo sapiens), Q96LD8. purified SENP8, Z-RLRGG-aminoluciferin cleavage. inhibition, % at 10 µM. hit rate 1.2% among 330,000. AID 2540, 2010; in the data active = inhibition above about 50%
# SENP1 FRET inh: human SENP1 catalytic domain inhibitors, primary screen, biochemical, FRET, uHTS | Sentrin-specific protease 1 (Homo sapiens), Q9P0U3 | recombinant SENP1 catalytic domain, CyPet-SUMO1-YPet FRET cleavage | inhibition, % at 10 µM | hit rate 0.21% among 360,000 | AID 624204, 2012;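 active = inhibition at least 30% at 10 µM, raw YFP signal under a set limit, fluorescence ratio 0.5 to 1.5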;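 note: 0% = enzyme with DMSO and 100% = no enzyme wells; some results filed as inactive read as strong as hits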
# Target sequence (Q9P0U3 419-644 limits assumed): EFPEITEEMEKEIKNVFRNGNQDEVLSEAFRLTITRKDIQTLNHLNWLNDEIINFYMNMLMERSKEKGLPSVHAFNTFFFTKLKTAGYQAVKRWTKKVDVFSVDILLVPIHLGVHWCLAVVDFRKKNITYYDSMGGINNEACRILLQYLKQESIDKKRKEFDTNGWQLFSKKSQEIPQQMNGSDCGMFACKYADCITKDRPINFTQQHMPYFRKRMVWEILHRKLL
#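 Assay system – human recombinant His6-tagged SENP1 catalytic domain enzyme · Input – SENP1 enzyme, 20 pM final · Buffer or medium – Tris pH 8 buffer plus EDTA, NaCl, BME, BSA, NP40, catalase · Schedule – 50 min reaction at room temperature · Technique – FRET read of cyan and yellow fluorescence · Control set – no-enzyme wells low, DMSO-plus-enzyme wells high control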
# Active calls of the source: *; / = no result given.
# Values run as follows: UBC13 inh	HKDC1 inh	SENP8 block-1	SENP6 inh	SENP7 inh	MIN6 prolif	PfGluPho inh	SENP8 block-2	SENP1 FRET inh
O=C(CCl)N(c1ccc(Cl)cc1)c1c[nH]c2ccccc12
    1.0	40.8*	4.0	-15.5	-10.7	-6.0	17.8	-10.2	-2.0
Cc1ccc(C)c(S(=O)(=O)Nc2ccc(S(=O)(=O)Nc3ncccn3)cc2)c1
    -5.6	-6.0	3.6	-5.2	7.9	-0.2	6.0	5.2	0.8
FC(F)(F)c1cnc(Sc2nnc(-c3cccs3)n2CC2CCCO2)c(Cl)c1 (stereo not drawn)
    5.5	-5.7	13.4	-10.6	-7.1	5.7	9.0	-7.4	-0.8
CCOC(=O)C1=NN(C(C)=O)C2C(=O)N(CC)C(=O)C12 (stereo not drawn)
    5.8	-3.9	8.9	-2.2	0.7	6.9	-3.9	3.2	0.7
Cc1ccc(C(=O)NN=C2CCCCCC2)s1
    2.9	0.3	5.2	-13.9	-2.8	-3.4	-12.3	-7.2	1.9
COc1ccc(N2CCN(c3nc(NCCO)nc(N4CCOCC4)n3)CC2)cc1
    -5.3	2.9	19.6	-0.1	9.8	-0.1	-6.0	4.2	1.3
O=C(N/N=C/c1sc(=O)[nH]c1-[n+]1ccccc1)c1ccccc1[O-]
    -25.9	-5.4	27.4	-2.5	4.6	-0.6	21.4	1.2	7.8
C/C(=N\NC(=O)c1ccc(O)cc1)c1cccc(NC(=O)c2ccc(Cl)cc2)c1
    -6.5	2.4	6.9	-25.5	-5.9	-3.6	17.8	-12.0	1.2
CCOc1ccc(Nc2nc(Cc3nnc(SCC(=O)N(CC)CC)n3C)cs2)cc1
    -9.4	-6.0	22.4	-13.9	-5.4	-3.9	28.8	-6.7	-2.9
COc1ccc2cc(C(=O)N3CCN(C)CC3)[nH]c2c1
    -0.6	0.1	-73.7	-8.4	4.4	-2.5	-19.3	-13.0	-15.3
COc1ccc(-n2nnc3c(SCC(=O)NCc4ccco4)ncnc32)cc1
    -8.1	-1.0	-25.3	40.5	28.6	-1.3	13.3	21.0	1.4
Cc1nc2ccccc2c(=O)n1CC(=O)N1CCOCC1
    7.5	2.8	18.2	-7.0	-1.1	-0.8	-14.5	6.0	-1.1
O=C(NCCN1CCN(Cc2ccccc2Cl)CC1)Nc1ccccc1
    8.8	-7.9	3.6	-5.3	-8.1	1.0	-16.3	-7.9	-0.4
Oc1ccccc1/C=N/n1cnnc1
    4.8	1.8	-30.6	-30.8	4.0	-2.7	1.6	-4.8	-2.2
CCC1(CC)C(=O)C2=C3C1[C@H](C(=O)OC)C=C(C(=O)OC)C[C@H]3[C@H]1C(=O)N(Cc3ccccc3)C(=O)[C@H]1[C@H]2C (stereo partly drawn)
    13.1	-3.3	22.0	-12.2	-2.4	2.7	0.6	-4.6	-9.1
COc1cccc(/C=N/Nc2nn3cnnc3c3ccccc23)c1
    -13.4	4.8	-148.6	8.2	5.6	-2.5	6.5	5.1	0.1
COc1cccc(CC2(CO)CCCN(Cc3ccccc3Cl)C2)c1 (stereo not drawn)
    4.4	-3.0	5.2	-0.2	0.6	-1.3	7.2	11.4	-24.6
Cc1ccc(S(=O)(=O)N2C(=O)/C(=C3\SC(=S)NC3=O)c3ccccc32)cc1
    -51.9	/	/	0.4	1.9	-5.8	/	2.2	/
CCOC(=O)CCCc1sc(N)nc1-c1[nH]c(=O)[nH]c1C
    -8.6	6.3	6.1	-4.5	-0.7	-2.7	44.9	-7.3	-6.7
CCOC(=O)c1ccc(-n2cc(C(=O)c3cccnc3)nn2)cc1
    /	-0.1	19.8	/	/	/	-9.8	/	-2.4
CCOc1ccc(S(=O)(=O)N2CCCC(C(=O)NCc3ccncc3)C2)cc1C (stereo not drawn)
    0.6	-4.5	16.4	20.6	11.6	1.2	-4.2	-6.4	-0.4
CCOC(=O)Cc1csc(NC(=O)NC2(C(F)(F)F)Oc3ccc(Cl)cc3O2)n1 (stereo not drawn)
    7.2	-6.6	25.4	-15.3	5.6	-2.5	25.5	-13.0	2.5
O=C(COc1ccc(-c2ccccc2)cc1)NNC(=O)Nc1ccc(F)cc1F
    -12.3	-5.6	1.7	5.1	-1.1	-3.5	0.5	4.8	5.0
COC(=O)c1ccc(CSc2nnc(-c3ccc4c(c3)OCO4)n2-c2ccccc2)o1
    -5.4	-0.3	22.9	-5.7	-3.6	0.0	8.8	-10.1	0.7
Cc1cc(Nc2ccccc2)n(-c2ccc(Br)cc2)n1
    2.2	1.2	27.0	-6.4	-0.5	-1.8	7.2	8.7	-2.0
Cc1ccc(C)c(OCC(=O)N2CCN(c3ncccn3)CC2)c1
    5.6	2.5	-34.2	-0.8	5.6	0.2	-0.7	-9.7	0.7
NC(=O)c1ccc(NC(=O)CNc2cc(S(=O)(=O)N3CCOCC3)ccc2N2CCCC2)cc1
    /	-0.3	-4.0	/	/	/	12.7	/	-14.3
Cc1ccc(C(C(=O)NCCc2ccccc2)N(C(=O)c2csnn2)C2CC2)o1 (stereo not drawn)
    1.6	1.2	8.1	3.2	5.8	-0.8	-11.3	1.0	0.8
COc1cccc(NC(=S)N2CCCC2c2ccc(OC)c(OC)c2)c1 (stereo not drawn)
    3.1	-7.5	11.6	5.7	6.6	2.8	14.9	2.5	1.0
Clc1ccc(-c2cn(-c3ccc(Cl)cc3)c3[n+]2CCCCC3)cc1
    1.7	-5.9	7.8	-1.5	-3.9	-4.0	-5.5	-0.9	1.1
CCC1Oc2ccc(C)cc2N(CC(=O)N(Cc2ccc(C)o2)C2CC(C)(C)NC(C)(C)C2)C1=O (stereo not drawn)
    13.4	-5.8	9.3	22.2	2.9	-5.8	-1.2	1.4	-3.1
COc1cc(SC)ccc1C(=O)Nc1ccc(C)cc1C
    12.7	5.2	8.4	75.2*	70.2*	-2.2	24.2	61.4*	0.8
O=C(COc1ccccc1F)Nc1ccc(S(=O)(=O)NCc2ccco2)cc1
    -2.2	-0.8	11.0	-4.3	-12.4	-2.1	12.2	-4.5	1.8
CC(C)c1nnc(NC(=O)c2ccc3ccccc3c2)s1
    2.1	-2.3	-14.3	38.9	25.3	-3.7	73.6*	3.5	-0.4
CC(N=C1NS(=O)(=O)c2ccccc21)C(=O)OCC(=O)N(C)C1CCS(=O)(=O)C1 (stereo not drawn)
    -0.5	-3.2	14.7	1.2	8.1	-2.5	11.0	0.4	-0.9
Nc1c(Cl)c(Cl)nc(C(=O)N/N=C/c2ccco2)c1Cl
    5.1	-8.7	-21.5	10.2	-4.0	-4.1	7.9	-5.2	-2.3
O=[N+]([O-])CC(=Nc1ccc(Cl)cc1)N/N=C\c1oc(O)c2ccccc12
    -17.2	0.5	12.1	20.0	-3.3	-1.8	-2.0	-2.9	-0.4
COc1ccc(C(=O)OC(C)C(=O)NC(C)CCc2ccccc2)cc1[N+](=O)[O-] (stereo not drawn)
    1.0	-4.5	25.0	-9.6	-1.6	-0.3	-10.4	-10.2	1.6
Cc1ccc(C)c(-n2ccnc2SCC(N)=O)c1
    8.4	-9.0	10.4	-3.7	6.5	1.1	17.5	4.0	1.9
Cc1cc(C(=O)OCC(=O)Nc2c(Cl)cccc2Cl)c(C)o1
    -0.2	-6.4	12.3	2.2	-3.6	-1.8	-23.7	7.1	-1.5
CC1(C)CC(=O)C(C=NCC2CCNCC2)=C(O)C1
    6.4	-9.7	2.8	-11.3	-2.4	-1.4	8.7	-3.5	-16.6
C#CCOCCOCCOCCNc1nc(N2CCN(C(=O)[C@H]([C@@H](C)CC)n3cc(CCC(=O)O)nn3)CC2)nc(N2CCN(C(=O)[C@H](CCCCN)n3cc(CCC(=O)O)nn3)CC2)n1
    /	-5.4	17.4	/	/	/	13.8	/	1.5
COc1ccc(-n2c(SCC#N)nc3ccccc3c2=O)cc1
    0.6	-5.3	14.0	-8.9	-0.2	4.0	-9.9	1.1	0.3
Cc1csc2nc(CNS(=O)(=O)c3cccnc3)cn12
    -4.7	-5.5	6.9	-1.7	2.4	-3.7	-3.1	-1.4	2.3
CN(Cc1c(F)cccc1Cl)C(=O)c1ccc(NC(=O)CC2SC(N3CCCC3)=NC2=O)cc1 (stereo not drawn)
    -5.3	-5.8	8.6	-10.4	4.5	-0.4	-0.3	-6.6	-0.2
CCOc1ccc(N2C(=O)CC(N3CCN(c4ccc([N+](=O)[O-])cc4)CC3)C2=O)cc1 (stereo not drawn)
    -12.7	2.6	17.0	-11.9	3.2	-2.8	13.2	-3.6	-4.0
COc1ccc(NC(NC(=O)c2ccc(OC)cc2)C(Cl)(Cl)Cl)cc1 (stereo not drawn)
    2.2	-0.4	24.7	-1.0	3.0	-0.7	12.1	4.0	-0.2
COc1ccccc1N(CC(=O)NCC1CCCO1)C(=O)Cn1nnc(-c2cccs2)n1 (stereo not drawn)
    0.9	-4.4	-2.2	15.3	5.2	0.7	6.3	-3.3	1.0
COc1ccc(/C=C/C(=O)OCC(=O)Nc2ccc3c(c2)OCO3)cc1
    4.7	-8.2	2.5	-11.0	2.3	-2.3	9.0	0.0	-0.1
COc1cc(C(=O)COC(=O)c2ccco2)cc(OC)c1OC
    1.5	-3.1	-4.4	7.7	8.7	0.7	-5.7	-0.4	1.6
CCOC(=O)c1sc(NC(=O)c2cc(S(=O)(=O)N3CCOCC3)ccc2C)nc1C
    -6.1	-11.2	-25.1	-1.6	-0.2	1.5	-10.6	-1.6	-0.2
O=C(NNC(=O)c1ccccc1Br)c1ccncc1
    -2.7	-6.4	17.0	-0.9	3.0	-1.8	-12.9	4.6	-3.9
COc1cccc(-c2nc(N)nc(SC)c2C#N)c1
    4.7	-6.7	-1.6	2.8	-1.5	-0.3	4.4	1.0	1.6

# Record cards, from the list above.
# `Cc1ccc(C)c(-n2ccnc2SCC(N)=O)c1` in the list: UBC13 inh: 8.4; HKDC1 inh: -9.0; SENP8 block-1: 10.4; SENP6 inh: -3.7; SENP7 inh: 6.5; MIN6 prolif: 1.1; PfGluPho inh: 17.5; SENP8 block-2: 4.0; SENP1 FRET inh: 1.9
# `C/C(=N\NC(=O)c1ccc(O)cc1)c1cccc(NC(=O)c2ccc(Cl)cc2)c1` in the list: UBC13 inh: -6.5; HKDC1 inh: 2.4; SENP8 block-1: 6.9; SENP6 inh: -25.5; SENP7 inh: -5.9; MIN6 prolif: -3.6; PfGluPho inh: 17.8; SENP8 block-2: -12.0; SENP1 FRET inh: 1.2
